Assay outcomes: PubChem, several laboratories
Mcl1-Bid inh – Mcl-1/Bid binding inhibitors, primary screen, biochemical, TR-FRET, 1536-well | TR-FRET Mcl-1/Bid-Dy647 peptide binding | 220,000 compounds, 0.97% hits | Induced myeloid leukemia cell differentiation protein Mcl-1 (Homo sapiens), Q07820 | inhibition, % at 21.7 µM;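 active = compounds that cut the binding signal by more than half at the single screening dose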;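 note: His-tagged Mcl-1 with europium anti-His antibody binding Bid BH3 peptide; 0% = Mcl-1 plus peptide wells and 100% = peptide-only wells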
Target sequence (Q07820 whole entry, looked up): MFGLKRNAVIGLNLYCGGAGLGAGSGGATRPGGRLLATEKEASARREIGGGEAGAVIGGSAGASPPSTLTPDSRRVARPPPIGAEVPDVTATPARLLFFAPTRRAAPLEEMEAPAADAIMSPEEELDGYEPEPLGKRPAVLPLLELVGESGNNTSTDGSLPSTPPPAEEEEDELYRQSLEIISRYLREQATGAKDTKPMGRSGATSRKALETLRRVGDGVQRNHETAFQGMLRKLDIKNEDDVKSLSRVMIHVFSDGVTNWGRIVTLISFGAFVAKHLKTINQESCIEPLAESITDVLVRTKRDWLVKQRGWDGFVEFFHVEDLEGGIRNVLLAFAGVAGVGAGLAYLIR
GSH bead fluor – compound fluorescence on glutathione beads, profiling panel, artefact control, biophysical, 488/530 nm, flow cytometry; 190,000 compounds, 0.25% hits; GSH beads flow cytometry, compound fluorescence 488/530 nm; active compounds read high; fluorescence (KMESF) at 10 µM; in the data active = fluorescence above about 89;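 note: glutathione beads carrying GST-tagged Bcl family fusion proteins plus one bare bead set; values are compound well signal with DMSO vehicle wells as background; inactives centre near 16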
Mcl-1 Bim block – inhibitors of Bim peptide binding to Mcl-1, primary screen, biochemical, bead-based flow cytometry, multiplex; Induced myeloid leukemia cell differentiation protein Mcl-1 (Homo sapiens), Q07820; Bim peptide-Mcl-1 binding; inhibition, % at 10 µM; 190,000 compounds, 0.1% hits;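 note: 0% = no compound tracer wells and 100% = peptide blocker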
Bim-Bcl-W – inhibitors of Bim binding to Bcl-W, primary screen, biochemical, multiplexed, bead-based flow cytometry. inhibition, % at 10 µM. 190,000 compounds, 0.02% hits. Bim peptide-Bcl-W binding;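 note: 0% = bound tracer without compound and 100% = peptide blocker; higher means less fluorescent Bim peptide bound to Bcl-W beads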
Target sequence (Q92843 whole entry, looked up): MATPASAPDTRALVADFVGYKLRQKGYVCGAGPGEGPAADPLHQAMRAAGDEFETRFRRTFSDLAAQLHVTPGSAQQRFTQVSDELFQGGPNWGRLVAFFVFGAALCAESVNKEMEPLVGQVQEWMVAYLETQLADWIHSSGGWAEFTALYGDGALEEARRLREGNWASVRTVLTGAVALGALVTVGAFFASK
Bim-Bcl-XL – inhibitors of Bim-Bcl-XL binding, primary screen, biochemical, multiplexed, bead flow cytometry, human Bcl-XL; Bcl-2-like protein 1 (Homo sapiens), Q07817; Bim peptide-Bcl-XL binding, fluorescence; inhibition, % at 10 µM; 190,000 compounds, 0.04% hits
Target sequence (Q07817 whole entry, looked up): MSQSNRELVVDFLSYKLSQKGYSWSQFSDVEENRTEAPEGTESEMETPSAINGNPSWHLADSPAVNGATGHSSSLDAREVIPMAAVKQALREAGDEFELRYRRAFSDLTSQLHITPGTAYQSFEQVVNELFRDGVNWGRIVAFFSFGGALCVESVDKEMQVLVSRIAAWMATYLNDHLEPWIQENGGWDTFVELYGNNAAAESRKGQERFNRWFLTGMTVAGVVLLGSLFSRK
Bim-Bfl-1 – inhibitors of Bim binding to Bfl-1, primary screen, biochemical, multiplexed, bead-based flow cytometry; Bcl-2-related protein A1 (Homo sapiens), Q16548; Bim-Bfl-1 binding inhibition; inhibition, % at 10 µM; 190,000 compounds, 0.12% hits; AID 1008, 2008;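 note: 0% = wells without compound plus tracer and 100% = blocker peptide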
Bcl-2 Bim block – inhibitors of Bim-Bcl-2 binding, primary screen, biochemical, multiplexed, human Bcl-2 family; Apoptosis regulator Bcl-2 (Homo sapiens), P10415; Bead-based flow cytometry, Bim peptide-Bcl-2 binding; inhibition, % at 10 µM; 190,000 compounds, 0.06% hits; in the data active = inhibition above about 40%;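 note: 0% = no compound wells with probe peptide and 100% = reference peptide inhibitor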
RGS4-Gao reg – modulators of RGS4 binding to Galphao, primary screen, biochemical, multiplexed bead flow cytometry; Guanine nucleotide-binding protein G(o) subunit alpha (Homo sapiens), P09471; actives lie on both sides; binding response (% of control), % at 10 µM; 220,000 compounds, 0.33% hits; in the data active = binding response below about 49% or above about 150%; inactive = in between;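 note: fluorescent Galphao activated with aluminum fluoride binding bead-coupled RGS4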
Bim-Bcl-B – inhibitors of Bim-Bcl-B binding, primary screen, biochemical, multiplexed, human Bcl-2 family. bead-based flow cytometry, Bim peptide-Bcl-B binding. inhibition, % at 10 µM. 190,000 compounds, 0.073% hits. AID 951, 2007;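 note: 0% = tracer peptide without compound and 100% = reference inhibitor peptide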
Target sequence (Q9HD36 whole entry, looked up): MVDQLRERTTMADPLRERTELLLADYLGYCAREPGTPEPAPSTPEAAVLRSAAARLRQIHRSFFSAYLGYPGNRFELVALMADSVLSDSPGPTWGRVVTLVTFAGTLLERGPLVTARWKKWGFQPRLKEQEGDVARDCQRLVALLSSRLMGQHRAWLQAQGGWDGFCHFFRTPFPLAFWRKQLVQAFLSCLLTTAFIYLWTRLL
RGS8-Gao – RGS8-Galphao binding modulators, primary screen, biochemical, multiplexed bead flow cytometry | 220,000 compounds, 0.34% hits | response (percent of control binding), % at 10 µM | actives lie on both sides; in the data active = response below about 60% or above about 140%; inactive = in between;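 note: Galphao activated as the GDP aluminium fluoride complex binding bead-coupled RGS8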
RGS7-Gao – RGS7-Galphao binding modulators, primary screen, biochemical, multiplexed bead flow cytometry | Guanine nucleotide-binding protein G(o) subunit alpha (Homo sapiens), P09471 | 220,000 compounds, 0.35% hits | actives lie on both sides | binding response (% of control), % at 10 µM; in the data active = binding response below about 49% or above about 150%;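 note: fluorescent Galphao held in activated GDP-AlF4 state binding bead-coupled RGS7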
* marks the source's active call; other numbers are inactive results; [ ] = remark or other dose. Cut-off read from the data, not from the text of the source, unless noted: active = inhibition above about 40%. This is a random part of the collection; any-hit rate near 1.8%.

canonical_smiles,Mcl1-Bid inh,GSH bead fluor,Mcl-1 Bim block,Bim-Bcl-W,Bim-Bcl-XL,Bim-Bfl-1,Bcl-2 Bim block,RGS4-Gao reg,Bim-Bcl-B,RGS8-Gao,RGS7-Gao
Cc1cccc(NS(=O)(=O)c2c(C)noc2C)c1,-2,13,-1,-1,-2,0,-1,104,3,101,100
COC(=O)c1nn(-c2ccccc2)c(Sc2ccc(Br)cc2)c1/C=N/O,16,20,0,0,1,0,0,101,0,99,101
COc1cccc(NS(=O)(=O)c2ccc3c(c2)n(C)c(=O)c(=O)n3C)c1,-24,9,-2,6,-4,-12,-5,103,-8,102,98
O=C(NCc1ccc2c(c1)OCO2)c1cc2c(s1)CSC2,-25,13,-2,-6,-4,1,0,90,-7,100,98
COc1ccc(OCc2n[nH]c(=S)n2-c2ccc(C)cc2)cc1,-85,22,2,4,1,6,2,100,-23,101,98
CCOC(=O)Cc1ccc(NC(=O)c2ccc(C(C)(C)C)cc2)cc1,1,27,1,0,0,-11,-2,100,-6,103,104
CC1CCN(c2ccccc2N)CC1,-28,33,-2,0,0,1,0,163*[activator],-1,131,153*[activator]
COC(=O)C1CSC(C(=O)OC)N1C(=O)CN1CCN(c2ccccc2)CC1 (stereo not drawn),-23,25,-2,1,0,-6,-3,99,-2,100,104
COc1ccc(/C(O)=C2/C(=O)C(=O)N(Cc3cccnc3)C2c2ccccn2)cc1 (stereo not drawn),-7,18,0,3,0,-10,-7,94,-4,83,90
Cc1ccc(C(=O)N2CC3(C)CN(C(=O)c4ccc(C)cc4)CC(C)(C2)C3=O)cc1,-23,6,-4,-3,-1,0,-3,101,-6,100,100
CSCCC(NC(=O)C1CCC(C)CC1)C(=O)O (stereo not drawn),-41,13,-3,-2,-2,-1,0,98,-1,90,100
O=C(NC(=S)N(CCO)Cc1ccccc1)c1ccc(S(=O)(=O)N2CCCC2)cc1,-29,13,0,-3,-4,-2,0,102,-9,103,98
Cc1ccc(CNC(=O)CCc2c(C)nc3c(c(C)nn3-c3ccc(C)cc3)c2C)cc1,19,18,0,-2,-2,-4,-1,96,-3,99,95
O=C(Cn1cnc2c(nnn2-c2ccccc2)c1=O)N1CCOCC1,-7,21,0,-1,-4,-7,-3,97,-5,104,99
Cc1cc(=O)oc(C)c1C(=O)NC12CC3CC(CC(C3)C1)C2,-20,28,0,-1,-8,-10,-5,109,-7,102,101
COc1ccc(C(=O)NC(=S)N2CCN(c3ccc([N+](=O)[O-])cc3)CC2)cc1,-37,17,-3,-4,-7,-9,-3,96,-17,90,85
O=C(Nc1ccccc1C(=O)N1CCOCC1)c1ccncc1,-6,28,-4,0,8,-15,-8,104,-9,100,103
CCCCCCCCOC(=O)C(NC(=O)CCC(=O)Nc1ccc(S(N)(=O)=O)cc1)C(O)c1ccccc1 (stereo not drawn),-4,5,-2,0,-2,-6,-3,101,-5,101,106
CCC(=O)Nc1ccc(C(=O)NCCCn2ccnc2)cc1,-10,9,1,0,0,-4,-2,99,-3,99,96
C/C(=N\NC(=O)NC1CCCCC1)C1CCCCC1,8,9,-6,-5,-7,-2,-5,105,-8,105,101
O=C(CSc1ccc(Cl)cc1)Nc1ncccn1,-57,6,-1,0,0,4,4,93,-5,83,73
Cn1c(=O)oc2cc(S(=O)(=O)N3CCN(c4ccccn4)CC3)ccc21,12,16,-1,-4,-3,-1,-1,100,-2,102,95
O=c1ccnc(SCn2nnc3ccccc3c2=O)[nH]1,-18,11,-1,0,-5,-1,-9,101,-7,100,99
CCOC(=O)c1cnc2ccccc2c1Nc1cc(C(=O)O)ccc1C,-2,14,0,-1,-2,-6,-5,102,1,97,104

Record cards (already shown).
`COc1ccc(/C(O)=C2/C(=O)C(=O)N(Cc3cccnc3)C2c2ccccn2)cc1` (stereo not drawn) across the screens: Mcl1-Bid inh = -7; GSH bead fluor = 18; Mcl-1 Bim block = 0; Bim-Bcl-W = 3; Bim-Bcl-XL = 0; Bim-Bfl-1 = -10; Bcl-2 Bim block = -7; RGS4-Gao reg = 94; Bim-Bcl-B = -4; RGS8-Gao = 83; RGS7-Gao = 90
`Cc1ccc(C(=O)N2CC3(C)CN(C(=O)c4ccc(C)cc4)CC(C)(C2)C3=O)cc1` across the screens: Mcl1-Bid inh = -23; GSH bead fluor = 6; Mcl-1 Bim block = -4; Bim-Bcl-W = -3; Bim-Bcl-XL = -1; Bim-Bfl-1 = 0; Bcl-2 Bim block = -3; RGS4-Gao reg = 101; Bim-Bcl-B = -6; RGS8-Gao = 100; RGS7-Gao = 100
`COc1ccc(OCc2n[nH]c(=S)n2-c2ccc(C)cc2)cc1` across the screens: Mcl1-Bid inh = -85; GSH bead fluor = 22; Mcl-1 Bim block = 2; Bim-Bcl-W = 4; Bim-Bcl-XL = 1; Bim-Bfl-1 = 6; Bcl-2 Bim block = 2; RGS4-Gao reg = 100; Bim-Bcl-B = -23; RGS8-Gao = 101; RGS7-Gao = 98

(list continues)
canonical_smiles,Mcl1-Bid inh,GSH bead fluor,Mcl-1 Bim block,Bim-Bcl-W,Bim-Bcl-XL,Bim-Bfl-1,Bcl-2 Bim block,RGS4-Gao reg,Bim-Bcl-B,RGS8-Gao,RGS7-Gao
COc1cccc(OC)c1C(=O)N1CCN(c2c(Cc3ccccc3)c(C)nc3ncnn23)CC1,-16,35,0,0,6,4,1,98,0,91,100
CCOc1ccc(NC(=O)CN(c2cc(C)cc(C)c2)S(=O)(=O)c2c(C)noc2C)cc1,-14,14,-2,-1,-3,2,1,93,0,96,97
CS(=O)(=O)N(CC(=O)Nc1ccc(CC#N)cc1)c1ccc(C23CC4CC(CC(C4)C2)C3)cc1,4,36,-8,-1,-13,-18,-9,101,-16,103,98
O=C(Nc1nnc(C23CC4CC(CC(C4)C2)C3)s1)c1ccc(N2C(=O)CCC2=O)cc1,-10,27,-1,1,-4,-10,-8,96,-9,98,90
CC(C)OCCCNC(=O)Cn1nc(-c2ccccc2)ccc1=O,-43,30,-6,-3,-8,-16,-13,100,-13,101,97
COc1ccc(/C=C2/C(=O)N(Cc3ccccc3)N=C2C)cc1,-24,8,-3,-1,-5,-2,-6,96,-8,91,91
CCOCCCN1C(=O)CN(C2CCC(C)CC2)C(=O)C1c1ccc(C)cc1 (stereo not drawn),-15,12,0,0,-2,-3,0,97,-1,100,100
O=C(CCCc1nc(-c2ccccc2)no1)NCc1cccnc1,-31,47,0,3,-8,-9,-7,104,-5,103,103
COc1ccc(OCCNS(=O)(=O)Cc2ccccc2)cc1,-6,13,0,0,-7,-5,-4,101,-5,101,108
O=C(COC(=O)c1cc([N+](=O)[O-])ccc1NCCO)c1ccccc1,-20,12,8,20,12,14,7,82,1,75,82
Cc1c(NC(=O)c2ccc(Cl)s2)c(=O)n(-c2ccccc2)n1C,-38,10,6,9,12,13,10,98,9,104,100
CCOC(=O)c1c(NC(=O)COC)sc2c1CCCC2,-12,31,-1,0,-2,-12,-8,104,-7,100,101

A different layout for some results above.
CCOC(=O)Cc1ccc(NC(=O)c2ccc(C(C)(C)C)cc2)cc1
- Mcl1-Bid inh: 1
- GSH bead fluor: 27
- Mcl-1 Bim block: 1
- Bim-Bcl-W: 0
- Bim-Bcl-XL: 0
- Bim-Bfl-1: -11
- Bcl-2 Bim block: -2
- RGS4-Gao reg: 100
- Bim-Bcl-B: -6
- RGS8-Gao: 103
- RGS7-Gao: 104
CC1CCN(c2ccccc2N)CC1
- Mcl1-Bid inh: -28
- GSH bead fluor: 33
- Mcl-1 Bim block: -2
- Bim-Bcl-W: 0
- Bim-Bcl-XL: 0
- Bim-Bfl-1: 1
- Bcl-2 Bim block: 0
- RGS4-Gao reg: 163*[activator]
- Bim-Bcl-B: -1
- RGS8-Gao: 131
- RGS7-Gao: 153*[activator]
COC(=O)C1CSC(C(=O)OC)N1C(=O)CN1CCN(c2ccccc2)CC1 (stereo not drawn)
- Mcl1-Bid inh: -23
- GSH bead fluor: 25
- Mcl-1 Bim block: -2
- Bim-Bcl-W: 1
- Bim-Bcl-XL: 0
- Bim-Bfl-1: -6
- Bcl-2 Bim block: -3
- RGS4-Gao reg: 99
- Bim-Bcl-B: -2
- RGS8-Gao: 100
- RGS7-Gao: 104
COc1ccc(/C(O)=C2/C(=O)C(=O)N(Cc3cccnc3)C2c2ccccn2)cc1 (stereo not drawn)
- Mcl1-Bid inh: -7
- GSH bead fluor: 18
- Mcl-1 Bim block: 0
- Bim-Bcl-W: 3
- Bim-Bcl-XL: 0
- Bim-Bfl-1: -10
- Bcl-2 Bim block: -7
- RGS4-Gao reg: 94
- Bim-Bcl-B: -4
- RGS8-Gao: 83
- RGS7-Gao: 90

Continuation:
canonical_smiles,Mcl1-Bid inh,GSH bead fluor,Mcl-1 Bim block,Bim-Bcl-W,Bim-Bcl-XL,Bim-Bfl-1,Bcl-2 Bim block,RGS4-Gao reg,Bim-Bcl-B,RGS8-Gao,RGS7-Gao
CCCSc1nnc(-c2ccccc2N)c(=O)[nH]1,-30,7,-3,-2,-1,-2,-2,101,-1,100,94
COc1cc(S(=O)(=O)Nc2ccc3cn[nH]c3c2)ccc1Cl,-20,13,-4,-11,-1,-4,-5,100,-2,98,95
C=CCSc1nnc(NC(=O)c2ccc(S(=O)(=O)NCC3CCCO3)cc2)s1 (stereo not drawn),-10,25,-4,-5,-13,-24,-14,99,-18,100,95
Cc1cc(C(=O)COc2ccccc2C(N)=O)c(C)n1C1CC1,-16,14,-1,-2,-5,-6,-9,106,-7,104,104
CCOC(=O)c1[nH]c2ccc(OC)cc2c1NC(=O)c1cccc(OC)c1,-12,8,0,2,-2,-1,0,102,0,99,100
COc1ccc(CCn2ccc(O)c(Cc3c(F)cccc3Cl)c2=O)cc1OC,-35,11,0,1,-2,-3,0,95,0,96,94
COc1ccc(OC)c(NC=C2C(=O)OC(C)(C)OC2=O)c1,-6,15,-1,-1,0,1,0,98,0,98,97
O=C(Cn1c(=O)n(Cc2ccco2)c(=O)c2ccccc21)NCC1CCCO1 (stereo not drawn),-10,40,0,-2,5,-9,-6,106,-10,103,104

Printed as active in RGS4-Gao reg (from the list above):
SMILES	Mcl1-Bid inh	GSH bead fluor	Mcl-1 Bim block	Bim-Bcl-W	Bim-Bcl-XL	Bim-Bfl-1	RGS4-Gao reg	Bim-Bcl-B	RGS8-Gao	RGS7-Gao
CC1CCN(c2ccccc2N)CC1	-28	33	-2	0	0	1	163*[activator]	-1	131	153*[activator]
